# High-throughput results as filed in PubChem BioAssay.
# ATXN2 expr inh: reduces ATXN2 reporter expression in HEK-293 cells | HEK-293 ATXN2-luciferase reporter, luminescence, 24 h | Potency, µM (series often up to 57 µM), for inactives: at the top dose activity change, negative = inhibition, actives largely listed as inhibitors | 360,000 compounds, 0.72% hits | AID 1745845; further: potency means the concentration at half of the fitted maximal effect; on the % scale 0 is the no-effect control and ±100 the full control effect; nearly all actives have a fitted effect of over 55% in size
#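 ATXN2-luciferase reporter cells (luciferase flanked by upstream and downstream ATXN2 gene portions) were treated 24 h at 37 °C with compounds at up to 57 uM. SteadyGlo luminescence gave expression; GF-AFC fluorescence gave viability.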
# Nrf2 activator: activators of Nrf2 (ARE) signaling; AREc32 ARE-luciferase reporter (MCF7-derived line), luminescence, 24 h; Potency, µM (top dose mostly 46.1 µM), without a hit: at the highest dose activation, hits mostly activators; 410,000 compounds, 0.31% hits; AID 624171; further: potency means the concentration at half of the fitted maximal effect; % of control where 0% means no effect; nearly all actives have a fitted effect of over 65% in size
#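 AREc32 cells carrying an ARE-driven firefly luciferase, 1000 cells/well in OPTI-MEM with 5% FBS, dosed after overnight attachment and incubated 24 hr at 37 deg C. Steady-Glo luminescence read after 30 min at RT.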
# TGFb SMAD3 inh: TGF-b pathway inhibition; HepG2 CAGA-GFP TGF-b/SMAD3 reporter, GFP fluorescence, 18 h; TGF-beta stimulated, 500 pg/mL final; Potency, µM (series often up to 46.1 µM), for the others: top-dose activity, negative = inhibition, usual class: inhibitors; 410,000 compounds, 1.2% hits; further: potency means the concentration at half of the fitted maximal effect; on the % scale 0 is the no-effect control and ±100 the full control effect; nearly all actives have a fitted effect of over 65% in size
#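 TGF-beta reporter screen: HEPG2 CAGA-GFP, 1% FBS, 500 pg/mL TGF-beta final, 18 h; per-cell GFP summed per well; curves fitted and categorized by class.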
# Nrf2 inh: blocks Nrf2 signaling; A549 ARE-Fluc reporter, luciferase luminescence, 18-24 h; Potency, µM (doses to about 46 µM), inactives show at the top dose activity change, negative = inhibition, actives largely listed as inhibitors; 360,000 compounds, 2.1% hits; AID 504444; further: potency means the concentration at half of the fitted maximal effect; on the % scale 0 is the no-effect control and ±100 the full control effect; nearly all actives have a fitted effect of over 60% in size
#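 In this cell-based qHTS, ARE-driven firefly luciferase in A549 cells reports Nrf2 activity; the luminescent signal after BugLite lysis is the measured value, with a prior CellTiter-Fluor read for cell health.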
# HepG2 tox: counter-screen for TGF-b inhibitors: cytotoxicity in HepG2 cells. HepG2 CAGA-GFP viability, ATP luminescence, 18 h. 410,000 compounds, 0.76% hits. Potency, µM (series often up to 46.1 µM), without a hit: at the top dose activity change, negative = cytotoxicity, actives largely listed as cytotoxic. AID 588856; further: potency means the concentration at half of the fitted maximal effect; some results filed as inactive show a strong effect at the top dose
#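 HepG2 CAGA-GFP cells (1000/well, DMEM with 1% FBS) received compound, then TGF-beta at 500 pg/mL final, and were incubated 18 hours at 37 degrees C. Viability was read by CellTiter-Glo luminescence. Media-only wells were set as complete cell-killing and DMSO as no toxicity.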
# ATXN viability: cell viability loss in ATXN counter-screen; Potency, µM (top dose mostly 56.7 µM), usual class: cytotoxic; 400,000 compounds, 0.49% hits; S2 cells (HEK-293 line with an ATXN2-luciferase reporter) viability, CellTiter-Fluor protease fluorescence, 24 h; AID 651635; further: potency means the concentration at half of the fitted maximal effect; nearly all actives have a fitted effect of over 40% in size
# EPAC2 agonist: EPAC2 (human) agonism; Q8WZA2; EPAC2 activation, biochemical qHTS; response scale: 100% = 6.5 mM cAMP response; Potency, µM (doses to about 154 µM), for the others: at the highest dose activation, actives largely listed as activators; 360,000 compounds, 0.079% hits; AID 720711; further: potency means the concentration at half of the fitted maximal effect; nearly all actives have a fitted effect of over 50% in size
# Target sequence (Q8WZA2 whole entry, looked up): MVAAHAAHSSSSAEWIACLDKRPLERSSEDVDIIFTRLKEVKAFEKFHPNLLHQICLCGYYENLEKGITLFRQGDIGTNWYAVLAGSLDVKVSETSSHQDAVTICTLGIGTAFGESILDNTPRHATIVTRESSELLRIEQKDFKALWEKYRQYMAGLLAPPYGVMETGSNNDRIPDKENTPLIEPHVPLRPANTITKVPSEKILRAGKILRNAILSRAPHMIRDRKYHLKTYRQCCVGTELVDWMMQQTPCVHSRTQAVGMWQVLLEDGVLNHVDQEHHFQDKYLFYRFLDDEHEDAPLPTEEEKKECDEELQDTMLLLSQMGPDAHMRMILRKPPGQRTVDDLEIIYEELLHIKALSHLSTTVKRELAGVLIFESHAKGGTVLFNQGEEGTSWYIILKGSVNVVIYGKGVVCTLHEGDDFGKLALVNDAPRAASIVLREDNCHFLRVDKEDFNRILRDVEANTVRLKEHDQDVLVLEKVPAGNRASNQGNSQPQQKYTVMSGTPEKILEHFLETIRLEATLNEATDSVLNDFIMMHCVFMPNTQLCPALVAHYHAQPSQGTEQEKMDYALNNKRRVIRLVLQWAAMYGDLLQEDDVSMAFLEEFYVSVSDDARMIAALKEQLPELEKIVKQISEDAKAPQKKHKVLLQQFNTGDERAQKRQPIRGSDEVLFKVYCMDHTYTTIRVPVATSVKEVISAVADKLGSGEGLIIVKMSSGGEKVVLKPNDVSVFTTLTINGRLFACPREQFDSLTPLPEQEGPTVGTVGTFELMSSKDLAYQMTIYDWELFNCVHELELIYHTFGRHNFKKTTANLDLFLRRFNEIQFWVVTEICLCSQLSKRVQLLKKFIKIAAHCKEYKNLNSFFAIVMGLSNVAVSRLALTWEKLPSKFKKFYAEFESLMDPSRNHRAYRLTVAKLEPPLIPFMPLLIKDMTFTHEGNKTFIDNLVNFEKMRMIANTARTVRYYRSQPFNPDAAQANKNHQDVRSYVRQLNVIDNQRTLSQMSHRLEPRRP
#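 qHTS, titration series. 100 nM EPAC2 / 250 nM Rap1B-BODIPY-GDP / 50 uM GDP; RT; ex 480/em 540 nm, 5-min reads to 30 min. Norm. to 6.5 mM cAMP = activation.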
# A549 tox: kills or reduces viability of A549 cells in Nrf2 counter-screen. A549 ARE-Fluc cells, CellTiter-Fluor viability, 18-24 h. 390,000 compounds, 0.16% hits. AID 504648. Potency, µM (doses to about 46 µM), inactives show top-dose activity change, negative = cytotoxicity, hits mostly inhibitors; further: potency means the concentration at half of the fitted maximal effect; on the % scale 0 is the no-effect control and ±100 the full control effect
#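 A549 ARE-Fluc cells in 5% FBS OPTI-MEM, 5000 cells/well, rested 2 h then exposed to compounds in concentration-response for 18-24 h at 37 °C. Viability by CellTiter-Fluor fluorescence (Ex 405/Em 525) after 30 min; luciferase luminescence (BugLite, 15 min, RT) read afterwards.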
# IL-2 act: activators of IL-2; IL-2 activation reporter assay, cell-based qHTS; stimulated with anti-CD3/CD4/CD28 beads; in transgenic mouse T cells; activation, % (series mostly up to about 46 µM); 360,000 compounds, 0.065% hits; in the data active means activation above about 50%; inconclusive means mostly about 30% to 49%; further: 0% is about no effect
#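 Unstimulated transgenic mouse T cells preincubated 60 min with compound, then stimulated with anti-CD3/anti-CD4-coated beads plus anti-CD28 for 18 h at 37 degrees C. IL-2 response read as EGFP and DsRed fluorescence by plate cytometry.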
# Numbers without * were called inactive; i = inactive; ? = inconclusive; . = no result given; [ ] = another dose, or the depositor's remark. Unless noted, the call rests on the fitted dose curve; in most records, active means well fitted curve in the direction sought with a large enough effect; inconclusive means small, poorly fitted or top-dose-only effect, or another doubt; inactive means no such curve, though single readings can be large; an effect the other way counts as inactive or inconclusive.
# A first look, 2 compounds:
Molecule,TGFb SMAD3 inh,HepG2 tox,ATXN2 expr inh,IL-2 act,Nrf2 inh,EPAC2 agonist,A549 tox,Nrf2 activator,ATXN viability
COc1ccc(OC)c(NC(=O)C2CC(C)=C(C)CC2C(=O)O)c1 (centres undefined),-10%,8%,-2%,1.2,0%,5%,1%,-0.1%,i
CCCCOC(=O)C(C)c1c(C)[nH]c(=S)[nH]c1=O (centres undefined),-3%,0%,13%,-0.1,28%,3%,2%,-0.8%,i

# The list itself (from the top)
Molecule,TGFb SMAD3 inh,HepG2 tox,ATXN2 expr inh,IL-2 act,Nrf2 inh,EPAC2 agonist,A549 tox,Nrf2 activator,ATXN viability
COc1ccc(OC)c(NC(=O)C2CC(C)=C(C)CC2C(=O)O)c1 (centres undefined),-10%,8%,-2%,1.2,0%,5%,1%,-0.1%,i
CCCCOC(=O)C(C)c1c(C)[nH]c(=S)[nH]c1=O (centres undefined),-3%,0%,13%,-0.1,28%,3%,2%,-0.8%,i
Nc1nnc(SCc2ccccc2Cl)s1,3%,-17%,23%,2.0,4%,-2%,2%,-0.7%,i
CCn1cc(C(=O)NCc2cccc(F)c2)c(=O)c2cc(F)c(N3CCN(C(=O)c4ccco4)CC3)cc21,1%,1%,35µM*,-0.9,?,-8%,?,3.0%,?
COc1ccc(CCCc2nnc(SCc3nc4ccccc4c(=O)[nH]3)n2C)cc1,-3%,-5%,15%,-2.9,-9%,9%,-2%,0.7%,i
Cc1ccc(CSc2nnnn2C)cc1,0%,-25%,20%,-0.5,14%,9%,17%,0.1%,i
NC(=O)C1(N2CCCCC2)CCN(C(=O)c2ccc(C#CC3(O)CCCCC3)cc2)CC1,22%,-2%,-6%,0.7,.,-11%,-1%,0.2%,i
COc1ccccc1NC(=S)N1CCN(c2ncccn2)CC1,9%,19%,-8%[11.3 µM],-0.7,-18%,6%,-2%,-0.3%,i
O=C(N/N=C/c1ccc(Cl)cc1Cl)c1cccc(F)c1,11%,-20%,84%[activator],0.4,.,-7%,-3%,0.9%,i
CCOc1ccc(CN2C(=O)c3ccccc3Sc3ccc(C(=O)O)cc32)cc1,-15%,2%,.,.,.,.,-19%,-0.7%,.
CCOc1ccc(NC(=O)C2CCCN2C(=O)NC2CCCCC2)cc1 (centres undefined),-6%,4%,9%,-2.9,1%,4%,0%,-0.5%,i
Cc1cc(SCC(=O)N/N=C/c2ccccc2C(=O)O)c(C)cc1Br,1%,-3%,15%,-0.3,-1%,13%,13%,-0.3%,i
O=C(NNC(=O)c1ccc([N+](=O)[O-])cc1)c1ccc(F)cc1,-8%,20%,13%,1.3,-24%,9%,-9%,0.0%,i
COc1ccc(CN2CC(=O)N(c3ccc(Cl)cc3)C2=S)cc1OC,0%,-16%,1%,-2.7,-9%,10%,1%,25%,i
CCN1CCN(C(CNS(=O)(=O)c2ccc(Br)cc2)c2cccnc2)CC1 (centres undefined),-15%,0%,8%,0.4,0%,5%,-1%,0.4%,i
Cc1ccc(N(C)S(=O)(=O)c2cccc(C(=O)N(C)Cc3cnn(-c4ccccc4)c3)c2)cc1,?,10%,-20%,-1.3,?,0%,-7%,5.2%,?
CCOC(=O)c1ccccc1NC(=O)COC(=O)CCC(=O)N1CCOCC1,-24%,-32%,-19%,-5.1,9%,4%,0%,2.0%,i
Cc1ccc(S(=O)(=O)N2CCCc3ccccc32)cc1,-7%,0%,.,0.9,.,16%,.,-1.9%,i
O=C(NNC(=O)c1ccccc1Cl)c1ccc2c(c1)OCCO2,-4%,0%,.,1.6,?,7%,-3%,0.2%,?
CC(=O)Nc1cc(C(F)(F)F)ccc1Oc1cccc(Br)c1,-15%,-2%,-5%,1.4,-18%,17%,-1%,0.8%,i

# Quoted at random: 3 compounds from above
Molecule,TGFb SMAD3 inh,HepG2 tox,ATXN2 expr inh,IL-2 act,Nrf2 inh,EPAC2 agonist,A549 tox,Nrf2 activator,ATXN viability
CCOC(=O)c1ccccc1NC(=O)COC(=O)CCC(=O)N1CCOCC1,-24%,-32%,-19%,-5.1,9%,4%,0%,2.0%,i
O=C(NNC(=O)c1ccc([N+](=O)[O-])cc1)c1ccc(F)cc1,-8%,20%,13%,1.3,-24%,9%,-9%,0.0%,i
Cc1ccc(N(C)S(=O)(=O)c2cccc(C(=O)N(C)Cc3cnn(-c4ccccc4)c3)c2)cc1,?,10%,-20%,-1.3,?,0%,-7%,5.2%,?

# Other compounds follow.
Molecule,TGFb SMAD3 inh,HepG2 tox,ATXN2 expr inh,IL-2 act,Nrf2 inh,EPAC2 agonist,A549 tox,Nrf2 activator,ATXN viability
Cn1c(Cn2cnc([N+](=O)[O-])n2)nnc1SCC(=O)Nc1cccc(Cl)c1,53%,17%,11%,-1.0,20%,-3%,8%,-0.7%,i
O=C(Cn1cc([N+](=O)[O-])cn1)N1CCN(Cc2ccc3c(c2)OCO3)CC1,10%,1%,-5%,-0.9,-16%,-8%,-2%,0.1%,i
O=C(Cc1ccccc1)N/N=C/c1ccc(OCC(=O)Nc2ccccc2)cc1,-1%,-9%,21%,-2.3,13%,-8%,-1%,-0.6%,i
OCCC1CN(Cc2ccccc2-c2ccco2)CCN1C1CCCC1 (centres undefined),4%,-22%,.,0.7,11%,7%,6%,-1.1%,i
Cc1ccc(C2c3c(-c4cc(C)ccc4O)n[nH]c3C(=O)N2Cc2ccco2)cc1 (centres undefined),?,-111%,?,.,15%,.,2%,-3.8%,?
Cc1ccc(C(=O)Nc2ccc(C(=O)N/N=C/c3cccnc3)cc2)cc1,0%,4%,-5%,0.7,2%,14%,17%,3.5%,i
Cc1c(NC(=O)c2ccc(C(=O)Nc3c(C)n(C)n(-c4ccccc4)c3=O)cc2)c(=O)n(-c2ccccc2)n1C,7%,1%,.,0.9,17%,10%,17%,0.1%,i
Cc1ccccc1-n1c(-c2ccoc2C)n[nH]c1=S,9%,3%,-1%,1.8,6%,-3%,-10%,-0.1%,i
Cn1cc([N+](=O)[O-])c(C(=O)Nc2cc(Oc3ccccc3)cc([N+](=O)[O-])c2)n1,?,-111%,-4%,-0.5,9%,-7%,-3%,?,i
COc1ccc(CCN(C)c2ccc(C(N)=O)cc2[N+](=O)[O-])cc1OC,-9%,-17%,-7%,-2.0,-23%,-5%,-6%,1.7%,i
CCCNC(=O)CS(=O)Cc1nc(-c2cccc(OC)c2)oc1C (centres undefined),-13%,-1%,-18%,2.0,6%,7%,-8%,-0.5%,i
COc1cc(-n2c(C)nc3cc(C(=O)N4CCOCC4)ccc32)cc(OC)c1OC,9%,4%,-7%,-0.6,7%,15%,-1%,3.3%,i
C=CCSc1nc2c(c(=O)[nH]c(=O)n2C)n1CC,?,19%,2%,0.6,.,5%,2%,0.0%,i
CNS(=O)(=O)c1cccc2nsnc12,-5%,-4%,-19%,2.5,6%,10%,6%,2.5%,i
Cc1cccc(NC(=O)c2nnn(-c3cccc(C(F)(F)F)c3)c2N)c1,?,-50%,-12%,-1.3,2%,-6%,-12%,-0.9%,i
Fc1ccc(-c2nn(-c3ccccc3)cc2CNCc2ccccc2)cc1,?,-107%,2%[11.3 µM],-1.3,?,24%,3%,-0.9%,i
Cc1c(NC(=O)c2ccc3c(c2)OCO3)cccc1-c1nc2ccccc2o1,-12%,-22%,4%,-1.6,?,-6%,-7%,1.3%,i
CCC1=NN(C(=O)c2ccccc2Br)C(O)(c2ccc(Br)cc2)C1 (centres undefined),-9%,3%,.,2.9,?,2%,10%,-1.6%,i
CCN(CC)CCNC(=O)c1ccc(NC(=O)c2ccc(Cl)c(S(=O)(=O)N3CCCCCC3)c2)cc1,?,-78%,?,-4.8,?,8%,?,2.1%,i
CNC(=O)c1c(NC(=O)c2ccc(S(=O)(=O)N3CC(C)OC(C)C3)cc2)sc2c1CCN(C(C)C)C2 (centres undefined),-7%,0%,-15%,2.9,-15%,8%,-13%,2.0%,i
O=C(CSc1ccccc1)Nc1cccc(NC(=O)c2ccco2)c1,-7%,-4%,7%,-1.9,-9%,10%,13%,7.9%,i
C[C@@H]1CC[C@]2(C(=O)O)CC[C@]3(C)C(=CCC4[C@]56CC[C@@](O)(OC5)C(C)(C)C6CC[C@]43C)C2[C@H]1C (some centres undefined),?,-34%,?,0.9,15µM*,-10%,-25%,0.5%,25µM*
COc1ccccc1Oc1ccc(N2CC(C(=O)OCC(=O)c3ccc(F)cc3)CC2=O)cc1 (centres undefined),9%,-18%,-1%,-2.3,7%,5%,0%,0.7%,i
CCOc1ccc(C2C(=O)N(C3CCCCC3)CC(=O)N2CC2CCCO2)cc1OC (centres undefined),6%,2%,6%,-0.5,13%,-12%,7%,0.3%,i
Cc1cc2oc3c(c(=O)c2cc1C)C(c1ccc(C(C)C)cc1)N(CCCN1CCOCC1)C3=O (centres undefined),?,-45%,-25%,-3.6,-6%,8%,-8%,0.4%,i
COc1cccc(C(C)(O)c2nc(-c3cccc4cccnc34)cs2)c1 (centres undefined),-1%,-30%,-5%,-0.1,.,23%,.,6.5%,i
Cc1ccc(C(C)n2cc(C(=O)NCCN3CCN(C)CC3)nn2)cc1 (centres undefined),35%,-21%,-10%,-1.3,1%,6%,-1%,-0.9%,i

# Compounds were not picked by outcome (roughly 4.3% active in at least one column).
